Screening data (PubChem BioAssay)
GLP-1R agonist: activates the human GLP-1 receptor; P43220; HEK293 GLP-1R CRE-luciferase, luminescence, 4-6 h; cells express a hypersensitive GLP-1R form; Potency, µM (titrated, usually from 45.6 µM), for the others: at the highest dose activation, hits mostly activators; 0.007% of 380,000 active; AID 624172; also: potency is read from the fitted curve at half-maximal effect; % of control where 0% means no effect
Target sequence (P43220 whole entry, looked up): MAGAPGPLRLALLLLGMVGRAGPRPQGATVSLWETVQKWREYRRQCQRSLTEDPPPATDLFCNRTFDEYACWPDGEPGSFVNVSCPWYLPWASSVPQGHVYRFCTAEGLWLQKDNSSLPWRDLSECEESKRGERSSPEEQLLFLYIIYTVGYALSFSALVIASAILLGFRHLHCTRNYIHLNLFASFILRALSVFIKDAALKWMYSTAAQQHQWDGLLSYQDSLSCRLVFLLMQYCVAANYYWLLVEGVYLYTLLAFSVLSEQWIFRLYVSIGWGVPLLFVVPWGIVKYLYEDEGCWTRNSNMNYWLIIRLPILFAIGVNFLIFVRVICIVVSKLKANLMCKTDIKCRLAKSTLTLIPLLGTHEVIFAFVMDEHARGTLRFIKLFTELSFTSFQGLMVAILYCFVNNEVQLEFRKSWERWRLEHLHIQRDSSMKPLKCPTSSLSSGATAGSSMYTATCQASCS
EPAC1 ag: agonists of human EPAC1 | Potency, µM (series often up to 154 µM), inactives show at the top dose activation, usual class: activators | EPAC1 agonist qHTS, biochemical assay; response scale: 100% = response to 6.5 mM cAMP | 0.073% of 360,000 active | O95398; also: potency is read from the fitted curve at half-maximal effect; nearly all actives have a fitted effect of over 60% in size
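Multi-concentration qHTS readout: loss of Rap1B-bound BODIPY-GDP fluorescence driven by 100 nM EPAC1 with excess GDP (50 uM), monitored kinetically at room temperature; agonist response expressed relative to 6.5 mM cAMP.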
PLK1 PBD inh: inhibitors of human PLK1 polo-box domain binding; P53350; Plk1 PBD binding of FITC phosphopeptide, fluorescence polarization; Potency, µM, inactives show max response, negative = inhibition, actives largely listed as inhibitors; 2.8% of 360,000 active; AID 720504; also: potency is read from the fitted curve at half-maximal effect; series mostly up to about 57 µM; % is scaled to controls: 0 for no effect and ±100 for the full control effect; nearly all actives have a fitted effect of over 65% in size
EPAC1 antag: antagonists of human EPAC1; Potency, µM (highest dose often 115 µM), for inactives: at the top dose activity change, negative = inhibition, hits mostly inhibitors; O95398; 0.14% of 360,000 active; EPAC1 GEF assay, Rap1b-BODIPY-GDP exchange fluorescence;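 also: potency is read from the fitted curve at half-maximal effect; plate controls were vehicle for no effect and positive control for full effect; nearly all actives have a fitted effect of over 50% in size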
HEK293 tox: cytotoxic in the GLP-1 receptor inverse agonist counter-screen. 0.13% of 410,000 active. HEK293 cAMP-luciferase reporter cells, luminescence, 24 h. Potency, µM (series often up to 38.3 µM), inactives show top-dose activity change, negative = inhibition, usual class: inhibitors;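 also: loss of luciferase light is scored as toxicity; potency is read from the fitted curve at half-maximal effect; % is scaled to controls: 0 for no effect and ±100 for the full control effect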
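Luminescence readout: signal drop marks cytotoxicity. Plated cells grew 12 h at 37 °C, 5% CO2, received 23 nL compound for 24 h, then got luciferase reagent, read after 12 min at RT.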
IL2 activator: activates IL-2 in a cell-based reporter assay; 0.065% of 360,000 active; activation, % (series mostly up to about 46 µM); AID 652025; IL-2 activation reporter assay, cell-based qHTS; stimulated with anti-CD3/CD4/CD28 beads; in transgenic mouse T cells; in the data active = activation above about 50%; inconclusive = mostly about 30% to 49%; also: 0% is about no effect
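EGFP and DsRed fluorescence is measured by plate cytometry in unstimulated transgenic mouse T cells exposed to compound for 60 minutes, then stimulated 18 hours at 37 degrees C with anti-CD3/anti-CD4 beads plus anti-CD28.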
PI5P4K alpha inh: PI5P4K alpha (human) kinase inhibition; AID 652105; max response, %; 1.2% of 330,000 active; PI5P4Kalpha enzyme, ADP-Glo luminescence, 60 min; active compounds read low; P48426; active = max response of -50% or lower; inconclusive = between -30% and -50%; inactive = -30% or higher; also: value at the top dose of about 77 µM; % is scaled to controls: 0 for no effect and ±100 for the full control effect
Target sequence (P48426 whole entry, looked up): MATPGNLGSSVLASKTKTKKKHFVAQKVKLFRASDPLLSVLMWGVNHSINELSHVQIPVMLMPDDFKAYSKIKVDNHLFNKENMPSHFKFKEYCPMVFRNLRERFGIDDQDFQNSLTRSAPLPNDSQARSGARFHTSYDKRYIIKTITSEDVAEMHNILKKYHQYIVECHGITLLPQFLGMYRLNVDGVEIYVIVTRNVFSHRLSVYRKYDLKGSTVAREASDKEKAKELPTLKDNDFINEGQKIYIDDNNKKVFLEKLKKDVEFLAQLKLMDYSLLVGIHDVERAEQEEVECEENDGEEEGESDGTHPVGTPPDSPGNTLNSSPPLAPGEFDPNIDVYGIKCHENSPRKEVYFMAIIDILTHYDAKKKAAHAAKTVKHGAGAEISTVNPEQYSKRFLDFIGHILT
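Reactions run in 0.038 M HEPES pH 7.4, 0.28 mM EGTA, 0.1% CHAPS and 5% DMSO, with PI5P4Kalpha, substrate, compound and 5 microM ATP final, one hour at room temperature. Readout is ADP-Glo luminescence.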
PTHR1 agonist: agonists of human PTHR1 parathyroid hormone receptor. 0.075% of 410,000 active. HEK293 GP2 PTHR1 cells, GloSensor cAMP luminescence, 1 h. Potency, µM (titrated, usually from 115 µM), without a hit: at the highest dose activation, actives largely listed as activators; also: potency is read from the fitted curve at half-maximal effect; nearly all actives have a fitted effect of over 55% in size; some results filed as inactive show a strong effect at the top dose; inactives centre near -15; many of its hits are not listed in these tables
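HEK-293-derived GP2 cells expressing PTHR1 and a GloSensor cAMP reporter, 3,000/well, plated overnight, given luciferin plus IBMX (each 0.5 mM as added) for 1 h at 37 °C, then compound for 1 h at 37 °C. Luminescence was read after 15 min at room temperature.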
GLP1R inv ag: inverse agonists of human GLP-1 receptor | P43220 | HEK293 GLP-1R CRE-luciferase, luminescence, 24 h; GLP-1R form is constitutively active | Potency, µM (titrated, usually from 38.3 µM), inactives show at the top dose activity change, negative = inhibition, usual class: inhibitors | 1.6% of 410,000 active | AID 624417; also: potency is read from the fitted curve at half-maximal effect; % is scaled to controls: 0 for no effect and ±100 for the full control effect; nearly all actives have a fitted effect of over 55% in size
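GLP-1R inverse agonism mode: basal reporter luminescence in engineered HEK293 cells measured after one day of compound exposure at 37 deg C, with a 12 min room-temperature detection step.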
The depositor's hits bear a star; i = inactive; ? = inconclusive; · = no result given; & = joins results of further samples; [ ] = another dose, or the depositor's remark. Unless noted, calls follow the shape of the dose curve; as a rule, active = well fitted curve in the direction sought with a large enough effect; inconclusive = small, poorly fitted or top-dose-only effect, or another doubt; inactive = no such curve, though single readings can be large; an effect the other way counts as inactive or inconclusive. Some of the compounds tested. The share of hits here may be higher or lower than overall.

SMILES | GLP-1R agonist | EPAC1 ag | PLK1 PBD inh | EPAC1 antag | HEK293 tox | IL2 activator | PI5P4K alpha inh | PTHR1 agonist | GLP1R inv ag
COC(=O)c1cc(S(=O)(=O)N(C)C2CCCCC2)oc1C | 11% | 4% | -10% | -3% | 7% | 0.6 | -5 | i | -19%
COc1ccc(C(C)=O)cc1CC1(C)C(=O)Nc2ccc(-c3ccccc3OC)cc21 (stereo not given) | 24% | -7% | 6% | -6% | -5% | -0.3 | -1 | -19% | 16%
COc1ccccc1C(=O)NC1CCCc2ccccc21 (stereo not given) | 20% | 10% | -8% | -14% | 10% | 1.0 | 1 | 8% | ?
O=C(NCc1cccc(Cl)c1)c1cccc(C(F)(F)F)c1 | 6% | 8% | 1% | -7% | -11% | 1.1 | · | -4%[57.5 µM] | ?
Cc1cccc(C)c1N1C(=O)c2ccccc2C1=O | -1% | 11% | -7% | 1% | 8% | -3.3 | · | i | -17%
COc1ccc([C@H]2N[C@]3(CCCN(Cc4ccc(C(F)(F)F)cc4)C3=O)[C@H]3C(=O)N(Cc4ccccc4)C(=O)[C@@H]23)cc1 | -2% | -9% | -11% | -26% | -20% | -2.9 | 6 | -16% | ?
O=C(Nc1ccccc1Oc1ccccc1)[C@@H]1O[C@H](CO)[C@H](O)[C@H](O)[C@H]1O | 3% | -4% | -12% | -12% | -2% | -0.1 | 0 | -21% | 12%
CCCCCOC(=O)CCN1C(=O)/C(=C2\SC(=S)N(CCC(=O)OCCCCC)C2=O)SC1=S | -6% | -7% | -15% | 16% | 0% | 1.3 | -1 | i | 23%
COCCCNCc1cc(C)n(-c2cc(S(=O)(=O)N3CCOCC3)ccc2N2CCCC2)c1C | 1% | 8% | -14% | -10% | -11% | 1.5 | -6 | i | -22%
COC(=O)c1nc(NC(=O)c2ccccc2Br)n[nH]1 | 8% | 3% | ? | -7% | -3% | -0.9 | -9 | i | 1%
CCCCC(CC)C(=O)Nc1cc(C(=O)NCc2ccc(C)cc2)ccc1N1CCC2(CC1)CC(c1cccc(Br)c1)=NO2 (stereo not given) | -2% | -11% | 12% | 0% | -1% | -0.3 | -4 | -35%[inhibitor] | -2%
CCNC(=O)NCCc1c[nH]c2ccc(Cl)cc12 | 1% | -1% | 0% | -5% | -4% | -1.9 | · | i | 4%
Cn1c(=O)oc2cc(S(=O)(=O)N3CCN(Cc4ccc5c(c4)OCO5)CC3)ccc21 | -3% | 24% | -3% | -21% | 7% | 4.0 | 0 | -4% | 0%
CCOC(=O)c1c(C)[nH]c(C)c1S(=O)(=O)NCCc1sccc1C | 9% | -12% | 8% | -11% | 7% | 2.3 | 9 | -33%[inhibitor] | ?
Cc1ccc(NC(=O)CSc2nnc(CNC(=O)c3ccccc3F)o2)cc1 | 2% | -3% | -13% | -2% | 0% | 0.0 | 3 | -13% | 12%
O=C(Cn1nc(-c2ccccc2)c2ccccc2c1=O)NCCN1CCOCC1 | 28% | -3% | -1% | 2% | 12% | -1.1 | 4 | ? | -5%
Cc1occc1C(=O)Nc1cc(S(=O)(=O)N2CCOCC2)ccc1OC(C)C | 11% | 1% | -23% | -12% | 6% | 0.9 | 0 | -11% | 8%
O=C(Cn1cnc2ccccc2c1=O)Nc1ccc2c(c1)OCCO2 | -9% | -6% | -6% | 2% | 3% | -0.5 | 0 | -53%[inhibitor][57.5 µM] | 6%
O=[N+]([O-])c1cccc(N=NNc2cccc([N+](=O)[O-])c2)c1 | 4% | 8% | -2% | 8% | 2% | 0.3 | 3 | -40%[inhibitor] | 5%
O=C1CCCN1c1ccc(S(=O)(=O)NCc2ccco2)cc1 | 10% | -15% | -4% | 5% | -12% | -0.6 | 7 | i | 11%
COc1ccc(CNCC(O)COc2cccc3c2OC(C)(C)C3)cc1 (stereo not given) | 9% | -6% | 0% | -6% | 17%[0.307 µM] | -0.8 | 1 | -22% | 1%[0.307 µM]
COc1ccc(NC(=O)CSc2nnc(C3CC3)n2C)cc1 | 0% | 8% | 24µM* | -15% | -6% | -0.2 | -28 | -7% | -1%
CC(C)(C)c1ccccc1NC(=O)Cn1c(=O)cnc2ccccc21 | 2% | -5% | -6% | -2% | 7% | -1.4 | -1 | i | 7%
Cc1ccc(C(=O)Nc2ccccc2C(=O)N2CCCC2)cc1[N+](=O)[O-] | 7% | 0% | 2% | 13% | -9% | -0.1 | -3 | -4% | 16%
Cc1cc(C)nc(NC(=O)NC(=O)c2ccccc2)n1 | 6% | 9% | 5% | -7% | 0% | -2.0 | -3 | -8% | 31%[activator]
O=C(COC(=O)CCC1CCCC1)Nc1cccc(S(=O)(=O)N2CCOCC2)c1 | 1% | 2% | -3% | -28% | 8% | -2.3 | 15 | -15% | 11%
Cc1noc(NS(=O)(=O)c2ccc(N/C=C/C(=O)c3ccncc3)cc2)c1C | 4% | 6% | -12% | -2% | ? | -2.6 | · | ? | 56%[activator]
Cc1cc(NC(=O)C(C)SCC(=O)OCc2c(Cl)cccc2Cl)no1 (stereo not given) | 4% | 14% | 4% | 6% | -7% | -3.3 | -1 | -5% | 9%
S=C(N/N=C/c1cccc2ccccc12)Nc1cccc(Cl)c1 | 14% | 10% | -12% | 4% | -8% | 1.1 | -1 | -10% | ?
O=C(NCc1ccc(F)cc1)Nc1cccc(Cl)c1 | 11% | 4% | -7% | 7% | 22% | -0.6 | 5 | -7% | ?

3 entries out of the list, ordered by formula weight, highest first:
SMILES | GLP-1R agonist | EPAC1 ag | PLK1 PBD inh | EPAC1 antag | HEK293 tox | IL2 activator | PI5P4K alpha inh | PTHR1 agonist | GLP1R inv ag
Cc1ccc(C(=O)Nc2ccccc2C(=O)N2CCCC2)cc1[N+](=O)[O-] | 7% | 0% | 2% | 13% | -9% | -0.1 | -3 | -4% | 16%
COc1ccc(NC(=O)CSc2nnc(C3CC3)n2C)cc1 | 0% | 8% | 24µM* | -15% | -6% | -0.2 | -28 | -7% | -1%
O=[N+]([O-])c1cccc(N=NNc2cccc([N+](=O)[O-])c2)c1 | 4% | 8% | -2% | 8% | 2% | 0.3 | 3 | -40%[inhibitor] | 5%

Next records
SMILES | GLP-1R agonist | EPAC1 ag | PLK1 PBD inh | EPAC1 antag | HEK293 tox | IL2 activator | PI5P4K alpha inh | PTHR1 agonist | GLP1R inv ag
Cc1ccc(CNC(=O)C2CCN(S(=O)(=O)N3CC(C)CC(C)C3)CC2)cc1 (stereo not given) | -4% | 8% | -8% | 13% | 6% | -0.2 | -7 | i | -3%
CC(=O)Nc1c(O)nc(SCC(=O)N2CCN(c3ccc(F)cc3)CC2)[nH]c1=O | -1% | -7% | -9% | 11% | 5% | 0.1 | · | i | 11%
Cc1ccc(C(=O)O)cc1-c1ccc(/C=C2/NC(=O)N(c3ccccc3)C2=O)o1 | -2% | -7% | ? | -19% | 55%[activator] | -0.1 | ? | -17% | -1%
COC(=O)c1cccc(NC(=O)CN(c2ccc3c(c2)OCO3)S(C)(=O)=O)c1C | 1% | -4% | 0% | -1% | -7% | -0.4 | 1 | i | 0%
CCS(=O)(=O)N1CCC(C(=O)c2ccc(Cl)cc2)CC1 | -9% | 10% | -10% | 0% | 7% | -3.7 | · | i | 6%
CCCCNC(=O)N(O)C1N(/N=C/c2ccc(N(C)C)cc2)C(=S)SC1(C)C (stereo not given) | 8% | 1% | -5% | -3% | -16% | 0.5 | 3 | -3% | ?
Cc1cccc(NC(=O)Cn2nnc3ccccc32)c1 | 8% | 13% | -12% | 2% | -3% | 1.7 | -3 | -29% | -9%
Cc1ccc(N2CC(C(=O)NCc3nnnn3-c3ccc(C)c(C)c3)CC2=O)cc1 (stereo not given) | 2% | 3% | -15% | -4% | 4%&3% | -3.2 | -3 | i | -15%&-1%
COc1cc2c(O)c3c(c(-c4ccc5c(c4)OCO5)c2cc1OC)C(=O)OC3 | 18% | 17% | -16% | -14% | ? | 0.9 | · | -11%[57.5 µM] | ?
Cc1ccc(S(=O)(=O)N(C)c2c(C)ccc(S(=O)(=O)N3CCN(C=O)CC3)c2C)cc1 | 1% | -15% | -1% | -11% | 0% | -0.4 | 3 | -13% | 20%
O=C(Nc1ccccc1C(=O)O)c1cccc(NC(=O)c2ccccc2Cl)c1 | -4% | -1% | -10% | -28% | -39% | -0.6 | ? | i | 12%
O=C(CSc1nnc(COc2cccc3ccccc23)o1)N1CCN(C(=O)c2ccco2)CC1 | -7% | 11% | -9% | -3% | -5% | -2.9 | · | -6%[57.5 µM] | -7%
O=[N+]([O-])c1ccc(N2CCCCC2)c(Cl)c1N1CCCCC1 | 10% | 2% | -4% | -3% | -11% | 2.2 | · | -6%[57.5 µM] | -1%
COC(=O)Nc1ccc2c(c1)N(C(=O)CCN1CCN3CCCC3C1)c1ccccc1CC2 (stereo not given) | -10%&4% | -7%&-7% | -2%&-14% | -1%&-7% | -23%&-11% | -1.7&-1.2 | -1&-9 | -9%&-13% | -26%&-21%
COc1ccc(-c2csc(NC(=S)NC(=O)c3cccs3)n2)cc1OC | 11% | 10% | -27% | -27% | ? | -0.7 | -67* | -29% | -15%
COc1ccc(-c2c(C#N)c(C)nc3c2C(=O)c2ccccc2-3)cc1 | -4% | -5% | 4% | 2% | 1% | 0.0 | 2 | 9% | 6%
CCOC1=C2CN(S(=O)(=O)c3ccc(C)cc3)C(c3ccc(C)cc3)CC2N(S(=O)(=O)c2ccc(C)cc2)C(c2ccccc2)C1 (stereo not given) | · | 11% | -9% | 13% | -4% | -0.6 | 0 | i | 16%
COc1cccc(OC)c1C(=O)Nc1nc2cc3c(cc2s1)OCO3 | 7% | 9% | -15% | -5% | -3% | 0.3 | 4 | i | 17%
O=C(Nc1ccc(NC(=O)c2cccs2)cc1Cl)c1ccco1 | 14% | 6% | -10% | -3% | 0% | -2.7 | -6 | 0% | -13%
Cc1ccc(OCCN2C(=O)OC(C)(C)C2(C)O)cc1 (stereo not given) | -3% | 8% | -9% | 6% | 10% | -1.2 | 3 | -27% | 9%
O=C(O)Cc1ccc(C(=O)c2ccccc2F)s1 | -3% | 6% | -1% | -11% | -1% | -0.3 | -18 | -3% | -21%
COc1ccc(NC(=O)CN(C)C(=O)CCc2ccccc2)cc1 | 4% | 2% | -5% | 6% | ? | -3.3 | 0 | i | -20%
